# High-throughput results (PubChem BioAssay)
# Pf apPOL inh: Pf-apPOL DNA polymerase inhibition; Recombinant Pf-apPOL, molecular beacon fluorescence, 1.5 h; AID 1794808; inhibition, % at 10 µM; actives 0.25% (n = 210,000)
# mHTT CaM bind: disrupts binding of mutant huntingtin to calmodulin; P42858; AlphaScreen His-mHTT/GST-CaM binding, luminescence; AID 1671202; actives 3.6% (n = 190,000); inhibition, % at 15 µM;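 further: 0% = both proteins with DMSO and 100% = one protein alone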
# * = called active by the depositor; nt = no result given; & = joins results of further samples. No stated cut-off is given here; in the data, active means inhibition above about 50%; inactive means the rest.
SMILES,Pf apPOL inh,mHTT CaM bind
COc1cccc(C2=NN(C(=O)c3ccccc3Cl)C(O)(C(F)(F)F)C2)c1 (stereo not drawn),-6,-6
COc1ccc(NC(=O)CSc2ccccn2)cc1,-5,-4
Cn1c(CNC(=O)C2CCC2)nc2c1CN(C(=O)c1cccs1)CC2,-1,14
O=C(Sc1cccs1)C1COc2ccccc2O1 (stereo not drawn),17,nt
Cc1ccc(S(=O)(=O)N(CC(=O)N2CCOCC2)Cc2ccc(Cl)cc2Cl)cc1,-1,-4
Cc1ccc2c(c1)C(c1ccccc1)N(C(=O)c1ccccc1C(F)(F)F)CC(=O)N2 (stereo not drawn),-5,18
CN(C)c1ncccc1C(=O)NC1CCCCCC1,0,2
Cc1ccccc1NC(=O)Nc1nnc(Cc2cccc(Br)c2)s1,-2,-4
O=C(O)CN1C(=O)c2ccc(Br)cc2C1=O,2&0,-3&-2
CC1(C)CC(=O)C2=C(C1)OC(N)=C(C#N)C2c1ccc(-c2cccc([N+](=O)[O-])c2)o1 (stereo not drawn),-6,4
COc1ccccc1N1CCN(C(=O)Nc2ccc([N+](=O)[O-])cc2)CC1,-5,9
CC(=O)N(C)C1CC(C)(C)NC(C)(C)C1,nt,-3
CCN=C(NS(=O)(=O)c1ccc(Br)cc1)c1ccccc1,-4,2
O=[N+]([O-])c1cc(C=Nc2ccc3nc(-c4ccccc4)[nH]c3c2)c(O)c([N+](=O)[O-])c1,-4,19
COc1ccccc1Oc1ccc(S(=O)(=O)Nc2cccc(C(C)=O)c2)cc1,-4,0
CC1=NC(c2ccccc2)(c2ccccc2)c2ccccc2N1,3,27
Cc1ccc(NC(=O)c2c(C)nc3sc(C(N)=O)c(N)c3c2-c2ccc(Cl)cc2)c(C)c1,-11,-18
COc1ccccc1NC(=O)c1cncc(-c2ccc(C)cc2)c1,-1,1
CCc1nnc(NC(=O)C(C(C)C)N2C(=O)c3ccccc3C2=O)s1 (stereo not drawn),-2,6
CCSc1nc(N)c(C#N)c(CC)c1C#N,-2,-18
Cn1c(/C=C/c2ccc(Cl)cc2Cl)c([N+](=O)[O-])c(=O)n(C)c1=O,-1,2
O=C(Nc1ccc(F)c(F)c1)c1cc(S(=O)(=O)N2CCOCC2)ccc1F,2,-2
O=C(Nc1cccc(Cl)c1Cl)c1cc(S(=O)(=O)NCCc2ccccc2)ccc1F,-5,2
COc1cccc(-c2nc(C3CCCN(C(=O)c4cc(C)ccc4C)C3)no2)c1 (stereo not drawn),-4,-9
O=C(NCCn1ncccc1=O)NCc1ccccc1,-5,-11
N#CC1=C(N)SC(N)=C(C#N)C1c1cccc(Cl)c1,4,74*
O=C1CC(=O)N2N=C(c3ccc([N+](=O)[O-])cc3)SC2=N1,-1,0
COc1ccc(Cl)cc1C(=O)Nc1cc2cc(Cl)ccc2oc1=O,-2,-6
COC1=NS(=O)(=O)c2cc([N+](=O)[O-])cc([N+](=O)[O-])c21,0,3
CCC(=O)Nc1ccc2c(c1)C(N(C)CC)=Nc1ccccc1O2,-5,0
CCc1cc(C2CCCN2Cc2ccc(OC)c(Br)c2)on1 (stereo not drawn),1,-3
O=C(NC1CCCCC1)C1CCN(c2ncnc3c2nc2n3CCCCC2)CC1,-4,-7
CN(C)c1nc(Nc2ccc(F)cc2)nc(-n2cccn2)n1,-4,5
CC(=O)Nc1ccc(NC(C)=O)c(NC2OC(CO)C(O)C2O)c1 (stereo not drawn),-3,25
Nc1ccc(O)c2c(=O)cc(-c3ccccc3Cl)oc12,-2,2
O=C(Nc1nnc(C2CC(=O)N(c3ccc(F)cc3)C2)o1)c1ccc(Br)cc1 (stereo not drawn),-1,34
O=C(c1c(F)cccc1F)N1CCCC1,-8,-3
COCC(=O)Nc1ccc(-c2nc3ccc(C)cc3s2)cc1,-8,10
N#CC(=C(O)c1ccc(Cl)cc1Cl)c1nc2ccccc2[nH]1,0,0
Cn1c2c(c(=O)n(C)c1=O)C(NC(=O)c1ccc(Cl)cc1Cl)(C(F)(F)F)C(=O)N2 (stereo not drawn),0,0
COCCCNC1=C(C#N)C(=O)NC(c2cccc([N+](=O)[O-])c2)S1 (stereo not drawn),2,nt
O=C(Nc1cccc(Cl)c1)c1cccc(N2C(=O)C=CC2=O)c1,-1,38
CCN(CC)c1ncc2c(n1)CCC(C(=O)Nc1cnccc1C)C2 (stereo not drawn),0,7
O=C(NCCC1CCN(C(=O)NC2CCCCC2)CC1)C1CCCC1,7,-11
O=C(Cc1ccccc1)NC(c1ccc(Cl)cc1)c1ccc2cccnc2c1O (stereo not drawn),-5,99*
Cc1ccc(CC(=O)N2CCC(c3nc(C(=O)N4CCOCC4)c(C)o3)CC2)cc1,-7,8
COc1ccc(Cl)cc1-c1nc(C=Nc2ccc(I)cc2)c(O)o1,-7,9
Cc1ccc(C2=NN(CC(=O)NCCCN3CCCC3=O)C(=O)CC2)cc1,-13,-6
COc1cc(NC(=O)N2CCn3cccc3C2Cc2ccccc2)cc(OC)c1 (stereo not drawn),-6,27
O=C(NC1CC2CC1N(C(=O)Nc1ccc3c(c1)OCO3)C2)c1ccccc1 (stereo not drawn),1,8
Cc1nc(C(=O)NNC(=O)c2c(-c3c(Cl)cccc3Cl)noc2C)cs1,-5,nt
CCN1CCN(C(c2cccs2)C(C)NS(=O)(=O)c2ccc(F)cc2)CC1 (stereo not drawn),-4,-20
CC(C)NC(=O)c1ccc(OCC2CCN(C(=O)c3c(F)cccc3Cl)CC2)cc1,-7,3
O=C(Nc1cc(Cl)ccc1O)c1ccc(Br)cc1,7,0
CCC(C)NC(=O)C1COC2(CCCCC2)N1C(=O)c1ccc(C(F)(F)F)cc1 (stereo not drawn),4,-1
C=CCn1c(=N)c(C(=O)NC2CCCCC2)cc2c(=O)n3cccc(C)c3nc21,-7,1
COc1ccc(C=C2Oc3c(CN4CCOCC4)c(O)cc(C)c3C2=O)c(OC)c1OC,-11,39
O=C(Nc1cccc(Br)c1)Nc1c[nH]c2ccccc12,5,40
COc1ccc(CN2CC[C@H]3C=CC[C@@H](C(=O)Nc4ccc(Cl)cc4Cl)[C@H]3C2=O)cc1OC,-7,31
Cc1cc(=O)[nH]c(N2CCCC2)n1,-1&4&-5,-2

# Carrying on.
SMILES,Pf apPOL inh,mHTT CaM bind
CCc1nc(OCC(=O)Nc2ccc3c(c2)OCO3)c2ccccc2n1,-8,-12
O=C1CCC(=O)N1c1ccc(S(=O)(=O)Nc2cccc([N+](=O)[O-])c2)cc1,-3,-7
CC(C)N1Cc2cc(C(=O)NCCN3CCCCC3)sc2C1,-2,-3
Cc1nc(-c2ccccc2)nc2c1CCC(=O)N2C(C)C,-2,-16
COc1ccc(C2CC(=O)C3=C(C2)Nc2ccccc2NC3c2ccc(C)o2)cc1 (stereo not drawn),-2,20
O=C(Cc1cccs1)NCc1ccco1,-3,-5
CCN(CC)S(=O)(=O)c1ccc2oc(C(=O)Nc3c(C)cccc3Cl)c(C)c2c1,-14,-5
CCOC(=O)c1nc(NC(=O)Nc2cc(Cl)ccc2OC)sc1Cl,-4,-14
CC(O)C12c3ccccc3C(c3ccccc31)C1C(=O)N(Cc3ccccc3)C(=O)C12 (stereo not drawn),-1,9
COc1ccc(N2C(=O)C3CCCN3C2c2ccc(F)cc2)cc1 (stereo not drawn),-1,-5
N#Cc1ccc(C(=O)N2CCCC(COc3cccc(C(=O)N4CCCC4)c3)C2)cc1 (stereo not drawn),-7,-3
O=C(C=Cc1ccc2c(c1)OCO2)NCC1(O)CCOc2ccccc21 (stereo not drawn),-5,3
O=C(CS(=O)(=O)c1ccc(Cl)cc1)Nc1ccc(F)c(F)c1F,-5,nt
Fc1cccc(-c2cc(CN3CCN(c4ncccn4)CC3)[nH]n2)c1,-8,6
O=C(NCc1cc(-c2ccco2)on1)c1c[nH]c2ccccc12,-10,-8

# For reference, some entries already given.
SMILES,Pf apPOL inh,mHTT CaM bind
Cn1c(CNC(=O)C2CCC2)nc2c1CN(C(=O)c1cccs1)CC2,-1,14
O=C(Sc1cccs1)C1COc2ccccc2O1 (stereo not drawn),17,nt
Cc1ccc(S(=O)(=O)N(CC(=O)N2CCOCC2)Cc2ccc(Cl)cc2Cl)cc1,-1,-4
Cc1ccc2c(c1)C(c1ccccc1)N(C(=O)c1ccccc1C(F)(F)F)CC(=O)N2 (stereo not drawn),-5,18
CN(C)c1ncccc1C(=O)NC1CCCCCC1,0,2

# Random excerpt: 7 entries already listed
SMILES,Pf apPOL inh,mHTT CaM bind
N#Cc1ccc(C(=O)N2CCCC(COc3cccc(C(=O)N4CCCC4)c3)C2)cc1 (stereo not drawn),-7,-3
O=C(CS(=O)(=O)c1ccc(Cl)cc1)Nc1ccc(F)c(F)c1F,-5,nt
O=C(C=Cc1ccc2c(c1)OCO2)NCC1(O)CCOc2ccccc21 (stereo not drawn),-5,3
Fc1cccc(-c2cc(CN3CCN(c4ncccn4)CC3)[nH]n2)c1,-8,6
COc1ccc(C2CC(=O)C3=C(C2)Nc2ccccc2NC3c2ccc(C)o2)cc1 (stereo not drawn),-2,20
CCOC(=O)c1nc(NC(=O)Nc2cc(Cl)ccc2OC)sc1Cl,-4,-14
CCc1nc(OCC(=O)Nc2ccc3c(c2)OCO3)c2ccccc2n1,-8,-12

# Single records, from the list above. Values in the order: Pf apPOL inh	mHTT CaM bind
# Results for `CC(O)C12c3ccccc3C(c3ccccc31)C1C(=O)N(Cc3ccccc3)C(=O)C12` (stereo not drawn) → -1	9
# Results for `COc1ccc(C2CC(=O)C3=C(C2)Nc2ccccc2NC3c2ccc(C)o2)cc1` (stereo not drawn) → -2	20

# Going on with the list.
SMILES,Pf apPOL inh,mHTT CaM bind
Cc1c(NC(=O)c2ccccc2C(F)(F)F)cccc1-n1cnnn1,-3,-13
COc1ccccc1/C=C1\N=C(SCC(=O)Nc2cc(C)on2)N(c2ccccc2)C1=O,-4,6
COc1ccccc1C=C1SC(=O)N(CC(=O)Nc2ccc(O)c(C(=O)O)c2)C1=O,13,9
O=C(c1ccc(F)cc1)N1CCC(n2c(-c3ccoc3)nc3cccnc32)C1 (stereo not drawn),2,30
O=C(O)Cc1ccc2c(c1)[nH]c1ccc(Br)cc12,-24,0
COc1cc(OC)cc(C(=O)N2CCC(c3cnn(-c4cccc(C)c4)c3)CC2)c1,-3,16
O=C(NCc1cccs1)C1CCc2sc(C(=O)N3CCCC3)cc2C1 (stereo not drawn),-4,1
O=C(CSc1nnc(-c2cccs2)n1C1CCCCC1)NC(=O)Nc1ccccc1,-8,nt
O=C(Cc1csc(NC(=O)c2ccc(=O)[nH]c2)n1)NCc1nc2ccccc2[nH]1,-2,-5
CC(NC(=O)c1cc2c(s1)CCN(C(=O)c1ccccc1)C2)c1ccc(F)cc1 (stereo not drawn),-7,13
COc1ccc(-c2oc3c(c2C#CC(C)(C)O)C(OCCO)CC3)cc1 (stereo not drawn),-9,1
CCn1nc(C)c(CCN(C)C(=O)NC2CCCC2)c1C,-1,-2
Cc1ccc2c(c1)N(c1ccc(Br)c(C)c1)C=C(C#N)S2(=O)=O,0,-4
CC1(C)CC(=O)C2=C(C1)OC(N)=C(C#N)C2(C#N)C#N,-2,9
COc1ccc(C(=O)NC2CCN(c3cc(C)cc(C)c3)C2=O)cc1F (stereo not drawn),2,1
O=C(NCCn1nc(-c2ccco2)ccc1=O)c1cccc(-n2cnnn2)c1,2,0
Cc1ccccc1Cc1nc(-c2cccc(-c3ccn[nH]3)c2)no1,3,6
O=C(c1ccccc1F)N1CCC(Nc2ncnc3c2CCC3)CC1,-2,-3
CCCCN1CCN(C(=O)c2cn3ccc(C)cc3n2)CC1,-2,-11
O=C(Oc1ccc2ccccc2c1C1SCCS1)c1cccs1,2,nt
CCNC(=O)C(=O)Nc1cccc(Cl)c1Cl,-7,-6
O=S(=O)(Nc1ccc(Cl)cc1NS(=O)(=O)c1ccccc1)c1ccccc1,-5,8
Cc1noc(C)c1C1CCCN1Cc1cc(Br)ccc1O (stereo not drawn),-4,4
Oc1ccccc1CN1CCOCC1,-4,0
COc1cccc(-n2nc(C(=O)NCc3ccc(F)cc3)c3ccccc3c2=O)c1,0,-11
O=C(c1cc2ccccc2c(=O)o1)N1CCc2ccccc21,0,6
O=Cc1cn(CC(=O)N2CCCC2)c2ccccc12,-2,2
Cc1ccc(-c2nc(C)c(C(=O)N3CCC(CC(=O)N4CCCCC4)CC3)s2)cc1,-7,25
Cc1ccccc1NC(=O)Cn1nc(N2CCC(C)CC2)c2ccccc2c1=O,0,-2
CCCCS(=O)(=O)N1CCC(n2c(-c3ccc(OC)cc3)nc3cccnc32)C1 (stereo not drawn),1,28
O=C(Nc1cccc(Cl)c1)c1ccc(F)c(S(=O)(=O)N2CCOCC2)c1,-7,2
Cc1ccc(COc2ccc(C=O)cc2)cc1,-14,-68
CCOc1cc(/C=C2/SC(=Nc3ccccc3)NC2=O)ccc1O,-14,45
O=C(CSc1c(F)c(F)c(C(=O)O)c(F)c1F)Nc1cccc(C(F)(F)F)c1,-6,nt
COc1ccccc1-c1nc(C2CCCN(C(=O)c3nn(C)c4ccccc34)C2)no1 (stereo not drawn),-3,9
COC(=O)c1ccc(N2CCN(C(C)C)CC2)c(NC(=O)CCc2ccccc2)c1,-2,-3
Cc1cccc(-c2nc(-c3nnn(-c4ccccc4)c3C)no2)c1,1,-23
CCNc1cc(N2CCCC(CCC(=O)N(C)CCc3ccccn3)C2)ncn1 (stereo not drawn),0,1
CCc1nccn1Cc1noc(-c2cccc(Cl)c2)n1,-2,-5
O=S(=O)(c1ccc(F)cc1)N1CCCC(OCc2ccccc2Cl)C1 (stereo not drawn),0,-64
COc1ccccc1-c1c(C(F)(F)F)oc2c(CN3CC(C)OC(C)C3)c(O)ccc2c1=O (stereo not drawn),5,-4
COC(=O)c1ccccc1NC(=O)C1=C(C)C(=O)OC12CCCCCC2,2,-29
CC(=O)NS(=O)(=O)c1ccc(NC(N)=Nc2nc(C)cc(C)n2)cc1,8,-7
O=C(Nc1nc(-c2ccccn2)cs1)c1sc2ccccc2c1Cl,-2,100*
CCc1nn(-c2ccc(C)cc2)c(CC)c1C(=O)N1CCN(C)CC1,-5,3
COc1ccc(OC)c(/C=C2\SC(=O)N(CN3CCOCC3)C2=O)c1,0,-5
